# Screens deposited in PubChem by Fisher Drug Discovery Resource Center.
# NPYLR7 ag: mosquito NPYLR7 agonism; HEK293T NPYLR7/Galpha15, GCaMP6s calcium fluorescence; activation, % at 10 µM; 270,000 tested, 0.15% active; in the data active = activation above about 40%;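 note: 0% = vehicle and 100% = reference agonist at the receptor; some compounds past the cut are filed as inactive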
# mcGAS inh: inhibitors of mouse cGAS. 160,000 tested, 0.15% active. AID 1259399. recombinant cGAS, Kinase-Glo ATP depletion luminescence. Q8C6L5. inhibition, % at 12.5 µM;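 note: 0% = negative control wells and 100% = reference inhibitor with no enzyme activity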
# hcGAS inh: blocks human cGAS activity; Q8N884; recombinant h-cGAS, ATP depletion, Kinase-Glo luminescence; inhibition, % at 12.5 µM; 290,000 tested, 0.081% active; AID 1259398;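 note: 0% = vehicle reaction and 100% = reaction without DNA for no activity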
# Target sequence (Q8N884 whole entry, looked up): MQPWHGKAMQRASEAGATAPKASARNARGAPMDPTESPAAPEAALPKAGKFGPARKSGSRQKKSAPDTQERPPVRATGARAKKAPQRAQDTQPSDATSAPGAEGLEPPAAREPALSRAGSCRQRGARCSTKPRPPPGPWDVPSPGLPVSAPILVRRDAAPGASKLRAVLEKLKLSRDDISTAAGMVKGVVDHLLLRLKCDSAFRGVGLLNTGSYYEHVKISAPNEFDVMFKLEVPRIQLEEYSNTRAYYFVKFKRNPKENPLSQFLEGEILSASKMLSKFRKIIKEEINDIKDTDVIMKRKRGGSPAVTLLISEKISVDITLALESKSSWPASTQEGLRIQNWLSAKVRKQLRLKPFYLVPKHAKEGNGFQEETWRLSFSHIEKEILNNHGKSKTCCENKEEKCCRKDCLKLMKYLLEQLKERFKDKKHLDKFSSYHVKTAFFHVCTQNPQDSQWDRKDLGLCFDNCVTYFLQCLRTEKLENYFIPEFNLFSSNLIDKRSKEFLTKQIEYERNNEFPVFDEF
# * marks the source's active call; other numbers are inactive results; . = no result given; & = joins results of further samples. Cut-off read from the data, not from the text of the source, unless noted: active = inhibition above about 40%; inactive = the rest. Random draw from the library. About 0.29% of those tested had a hit in this group.
SMILES,NPYLR7 ag,mcGAS inh,hcGAS inh
Cc1ccc2c(C)c(C(=O)NCCN(C)S(C)(=O)=O)oc2c1,-2,.,-2
Cc1nc(C)c(Cc2ccccc2Cl)c(N2CCN(C(=O)CC(C)(C)C)CC2)n1,-3,-6,-5
Cc1cccc2[nH]cc(CCNC(=O)N3CCOC(C)C3)c12 (stereo not given),-26,.,-7
Cc1ccc(-c2nn(-c3cccc(F)c3)cc2CN(C)C(C)c2nccs2)o1 (stereo not given),5,.,-3
CCOc1c(Br)cc(C=CC(=O)c2ccc(OC)cc2)cc1OC,-1,10,-2
O=C(C1CCCC1)N(Cc1cccc(OCc2nc(CO)cs2)c1)C1CC1,-2,-5,-5
Cc1cc(C)n(-c2ccc(F)cc2CN2CCC(CO)(Cc3ccccc3)CC2)n1,8&12,-3,-1&-7
CCOc1ncccc1CN1CCCC(C(=O)Nc2ccc(OC)c(Cl)c2)C1 (stereo not given),-14,.,-2
CC(C)c1nc(C(=O)N2CCCC(C(=O)c3cccc4ccccc34)C2)cs1 (stereo not given),21,-9,-7
Cc1[nH]n(-c2ccccc2)c(=O)c1C=Nc1nn[nH]n1,-13,.,1
CN1CCC(CNC(=O)CCc2ccccc2O)C1 (stereo not given),.,-16,-4
CCOc1ccc(-c2cn3c(CC(=O)N4CCOCC4)csc3n2)cc1,-1,-10,-6

# Part of the list above, set out differently.
Cc1ccc2c(C)c(C(=O)NCCN(C)S(C)(=O)=O)oc2c1
  NPYLR7 ag: -2 | mcGAS inh: . | hcGAS inh: -2
Cc1nc(C)c(Cc2ccccc2Cl)c(N2CCN(C(=O)CC(C)(C)C)CC2)n1
  NPYLR7 ag: -3 | mcGAS inh: -6 | hcGAS inh: -5
Cc1cccc2[nH]cc(CCNC(=O)N3CCOC(C)C3)c12 (stereo not given)
  NPYLR7 ag: -26 | mcGAS inh: . | hcGAS inh: -7
Cc1ccc(-c2nn(-c3cccc(F)c3)cc2CN(C)C(C)c2nccs2)o1 (stereo not given)
  NPYLR7 ag: 5 | mcGAS inh: . | hcGAS inh: -3

# Carrying on.
SMILES,NPYLR7 ag,mcGAS inh,hcGAS inh
CCCCc1nc(N2CCCN(C(=O)CCl)CC2)c2c(-c3ccc4ccccc4c3)noc2n1,15,3,-4
COc1cccc(CC2CN(C(=O)c3cc4c(nc3OC)CCC4)CCO2)c1 (stereo not given),.,-9,-4
Cc1ccc(S(=O)(=O)Nc2ccc(I)cc2)cc1C,1,-1,0
CCOC(=O)c1c(NC(=O)C(F)(F)C(F)F)c(-c2ccc3c(c2)OCO3)cn1C,16,-9,-12
O=C1CCC([N+](=O)[O-])C(c2cccc(Oc3ccccc3)c2)N1 (stereo not given),-7,-8,-2
COC(=O)c1ccc(OCC(=O)Nc2cc(C)on2)c(OC)c1,-1,-4,0
CCCC12C3C4C1C1C2C3C41C(=O)O (stereo not given),0,.,1
COc1ccc(F)c(CN2CCCC3(CCN(C(=O)CCc4n[nH]c(C)c4C)C3)C2)c1 (stereo not given),15,.,-5
NC(=O)C1CCN(S(=O)(=O)c2ccc3[nH]cc(C(=O)O)c(=O)c3c2)CC1,0,-4,-3
Cc1nc(N2CCN(C)CC2)ncc1C(=O)NCc1cnn2ccccc12,6,-8,-2
COCC1(C)NC(=O)N(CC(=O)N(C)Cc2ccsc2)C1=O (stereo not given),1,.,3
CNC(=O)[C@H]1CN(C(=O)Cc2ccccc2)[C@]2(C)C(=O)N(CCO)c3ccccc3[C@H]12,1,-2,8
CCCc1cnc2c(c1SC(C)C(=O)O)c(=O)n(C)c(=O)n2C (stereo not given),7,-10,-6
Cc1cccc(C)c1NC(=O)CSc1nnc(C)n1-n1cccc1,7,.,1
CC1(C)CC(=O)c2cc3c(N)c(C(=O)Nc4ccccc4[N+](=O)[O-])sc3nc2C1,2,.,-4
O=C(CSc1nnc(-c2ccccc2)n1-c1ccccc1)N/N=C\c1ccccc1[N+](=O)[O-],-7,.,-8
O=C(O)c1noc(-c2cc(F)ccc2F)n1,-5,.,0
O=C1NCCCCC1NC(=O)C1CC1c1cccc(Br)c1 (stereo not given),9,.,-8
CCOC(=O)C1=C(C)N=c2s/c(=C\c3ccccc3Cl)c(=O)n2C1c1ccc(N(C)C)cc1 (stereo not given),14,-6,-3
C=C(C)COc1ccccc1C(=O)NCc1nc(C)cc(=O)[nH]1,3,.,1
O=C(Cn1c(=O)n(-c2ccccc2F)c(=O)c2ccc(Cl)cc21)NCc1ccco1,21,-3,-7
COc1ccc2nc(NNC(=O)c3ccc(S(=O)(=O)N4CC(C)OC(C)C4)cc3)sc2c1 (stereo not given),0,0,2
CN(C)C1=NC2(CCN(Cc3cc4n(n3)CCNC4)CC2)C(=O)N1,8,.,-5
CCS(=O)(=O)CCn1cc(NC(=O)CCc2ccc(C)cc2)cn1,12,.,-11
Nc1ccc(O)c(-n2nc3ccc(N)cc3n2)c1,5,-7,-13
C#CCN(C)C(=O)c1cncn1-c1cccc(-c2ccc(OC)c(OC)c2)c1,1,-6,-7
CCC(CC)(CO)CN(C)c1cc(C2CC2)ncn1,.,-7,-13
COC(=O)c1ccccc1NC(=O)N1CC(=O)N2CCc3cc(OC)c(OC)cc3C2C1 (stereo not given),-3,-6,-2
O=C1NN=C(CS(=O)(=O)c2ccccc2)Oc2ccccc21,5,.,-5
COCCCNC(=O)c1c(C)noc1-c1cccc(F)c1,9,-5,-3
Cc1noc(C)c1CSc1ccccc1C(=O)Nc1ccccc1F,-1,.,-5
Cc1ccc(C)c(N(CC(N)=O)S(=O)(=O)N(C)C)c1,-2,.,-2
O=C(C1=C(O)C(=O)N(CCCN2CCOCC2)C1c1ccc(Cl)c(Cl)c1)c1cccs1 (stereo not given),-1,-6,-6
COc1cc(-c2nc3ccc(Br)cn3c2NC(C)(C)CC(C)(C)C)ccc1OS(=O)(=O)c1ccc(C(C)(C)C)cc1,-2,-6,-2
COCCN1C(=O)C2(SCCN2C(=O)C2CCCC2)c2ccccc21 (stereo not given),6,-4,-1
NC(=S)CN1C(=O)c2ccccc2S1(=O)=O,0,.,1
O=C1CC(c2ccco2)Cc2nc(N3CCN(Cc4ccccc4)CC3)ncc21 (stereo not given),-3,.,-10
COc1ccc(C2=NOC(CN(Cc3cccc(Cl)c3)C(=O)C3CCCC3)C2)cc1 (stereo not given),6,-9,-3
CCc1nccc(-c2nccn2CCn2ccnc2)n1,0,.,-8
COc1ccc(CCN2CC(=O)N(c3ccc(Cl)cc3)C3CS(=O)(=O)CC32)cc1 (stereo not given),4,.,-9
CCOC(=O)N1CCN(C(=O)CC(c2ccc(F)cc2F)c2c[nH]c3ccccc23)CC1 (stereo not given),-1,-3,0
O=C(CCN1C(=O)NC2(CCCC2)C1=O)NCCC1=CCCCC1,11,.,-7
CC(C)c1ccc(-c2nnc(N)s2)cc1,7,.,-3
Cc1ccc(C(=O)Nc2ccc(SCC(=O)NCc3ccccc3)nn2)cc1,10,-7,-6
CCc1[nH]c2ccc(CNCc3ccc(F)c(OC)c3)cc2c1C,8,.,-1
CCOc1ccc(Nc2oc(-c3ccc(S(=O)(=O)N4CCCCCC4)cc3)nc2C#N)cc1,-2,-8,-3
CC(=O)Nc1ccc(Cl)c(C(=O)N(C)Cc2ccc3nonc3c2)c1,-1,.,2
CC(=O)c1c(C)nn(CC(=O)N2CC3C[C@@H]4CC2C[C@H](C3)C4)c1C,17,-12,-9
CCN(CC)C(=O)Oc1ccc2c(ccn2Cc2ccccc2)c1NC(=O)CCCC(=O)OC,-3,1,2
CN1CC2(CCN(C(=O)c3cnc(N4CCOCC4)nc3)C2)OC1=O (stereo not given),7,.,-4
CCCSc1ccc2nc(NC(=O)OC)[nH]c2c1,0&6&-1,-4,-5&-5&-2
CC(=O)NCCC(=O)Nc1ccc(OCc2ccccc2)cc1C,7,.,-3
Cc1cccc(C2CC(C(=O)N(C)Cc3ccco3)CN(Cc3cccc(F)c3)C2)c1 (stereo not given),.,-6,-7
OCCC1CN(Cc2c(F)cccc2Cl)CCN1Cc1cccs1 (stereo not given),4,-3,-1
CCOC(=O)C1CCCN(C(=O)c2ccc(CSc3nc(CC)cc(N4CCCC4)n3)cc2)C1 (stereo not given),-10,-8,-3
COCCNCC(=O)N(Cc1ccc2c(c1)OCO2)Cc1ccco1,-3,.,1
Cc1cc(C(=O)N(Cc2ccco2)c2nc3ccc(F)cc3s2)nn1C,6,.,-4
O=C(O)CCN1C(=O)CSC1=S,1,.,-3
CCOc1cc(/C=N\n2cnnc2)cc(Cl)c1OCc1ccccc1Cl,-10,.,3
O=C(NCC1CCCN(Cc2cccc3c2OCO3)C1)c1cccs1 (stereo not given),9,.,-8

# Exported with two lines to a compound: part of the list above.
# Value order – NPYLR7 ag	mcGAS inh	hcGAS inh
CCN(CC)C(=O)Oc1ccc2c(ccn2Cc2ccccc2)c1NC(=O)CCCC(=O)OC
→ -3	1	2
Cc1cccc(C2CC(C(=O)N(C)Cc3ccco3)CN(Cc3cccc(F)c3)C2)c1 (stereo not given)
→ .	-6	-7
CCOC(=O)C1CCCN(C(=O)c2ccc(CSc3nc(CC)cc(N4CCCC4)n3)cc2)C1 (stereo not given)
→ -10	-8	-3
O=C(NCC1CCCN(Cc2cccc3c2OCO3)C1)c1cccs1 (stereo not given)
→ 9	.	-8
CC(=O)NCCC(=O)Nc1ccc(OCc2ccccc2)cc1C
→ 7	.	-3
O=C(O)CCN1C(=O)CSC1=S
→ 1	.	-3

# More records follow.
SMILES,NPYLR7 ag,mcGAS inh,hcGAS inh
CC(=O)Nc1ccc(NC(=O)CN2CCCCC2)cc1,9,-4,-8
CCS(=O)(=O)Oc1cc(CN(C(=O)c2ccc(Cl)cc2)C(C)C)ccc1OC,-7,-6,-8
O=C(OCc1cc(=O)oc2cc(O)ccc12)c1cnccn1,3,-3,-4
Cc1ccccc1C(C)(C)C(=O)NCCC(=O)N1CCCCC1,-4,.,-1
COC(=O)c1ccc(CSc2c(CC(C)C)cnc3c2c(=O)n(C)c(=O)n3C)o1,5,-10,-12
CCCn1c(=O)n(CCC(=O)N(Cc2cccnc2)C(C)C)c2ccccc21,5,.,-12
CCN1CCN(c2c(CN(CCC(C)C)C(=O)c3ccccc3OC)c(C)nn2-c2ccccc2)CC1,0,-7,-7
O=Cc1ccc(N2N=C(c3ccccc3)CC2c2ccccc2)cc1 (stereo not given),-6,0,11
CC(=O)Nc1ccc(-c2csc(NC(=O)C3Cc4ccccc4O3)n2)c(F)c1 (stereo not given),-3,-15,-2
Cc1cccc(OCC(=O)N2CCN(C(=O)COc3cccc(C)c3)CC2)c1,3,-8,-6
Nc1ccc(N=Cc2ccc3c(c2)OCCO3)cc1,18,.,-12
CCc1nc2c(N3CCC4(CCCN(CC5CCC5)C4=O)C3)ncnc2o1 (stereo not given),.,-6,-14
Cc1nn(C)c(C)c1C(=O)OCc1nc(N)nc(N(C)C)n1,0,.,-5
CCN(CC)CCNC(=O)c1ccc(Cl)c(S(=O)(=O)N2CCCC(C)C2)c1 (stereo not given),-3,-4,-4
COc1ccccc1NCC(=O)NN=C1CCN(Cc2ccccc2)CC1,3,.,-7
c1cnc(N2CCCCCCC2)c(CNCc2nc3ccccc3[nH]2)c1,15,-13,-9
CCCCCCC(=O)Nc1ccccc1C1SCC(=O)N1c1ccccc1F (stereo not given),-6,-6,-9
O=C(O)c1cc(Br)ccc1N=Cc1nc(-c2ccccc2)oc1O,-5,1,-3
CCN(CC)c1ccc(CN(Cc2ccco2)C(=O)COC)c(OS(=O)(=O)CC)c1,.,-6,2
COc1ccc(-c2cn3c4ccccc4nc3n2CCO)cc1,18,.,-4
O=[N+]([O-])c1ccc(N2CCNCC2)cc1NC1C2CC3CC(C2)CC1C3 (stereo not given),14,-3,-13
COc1cccc(C2c3[nH]c4ccccc4c3CCN2Cc2cccc3nccnc23)c1 (stereo not given),-9,-5,-3
C=CCn1c(SCc2cccc(C(F)(F)F)c2)nnc1-c1ccc(F)cc1,-6,-6,-7
CN(CCCc1nccn1C)c1nccc(N2CCC(O)C2)n1 (stereo not given),2,-14,0
Fc1cccc(Oc2cc(C(F)(F)F)nc(SCc3ccccc3Cl)n2)c1,3,.,0
CC(=O)C1=C(c2ccc(C)cc2)NC(=S)NC1c1csnn1 (stereo not given),12,.,-11
CC1(C)CC(N2CCOCC2)=CC(=[N+]2CCOCC2)C1,5,-5,-6
O=C1C=C(/C=C/c2cccs2)C[C@H](c2cccs2)[C@H]1n1cnc([N+](=O)[O-])c1,2,0,1
S=C(NC1CC2CCC1C2)NN1CCOCC1 (stereo not given),4,.,-2
CC(=O)NC(Cc1ccccc1F)C(=O)N1CCN(Cc2cccc(-c3noc(-c4cccc(Cl)c4)n3)c2)CC1 (stereo not given),16,-5,0
CNc1ncc(CN(C)Cc2cc3n(n2)CCNC3)cn1,10,.,5
CCS(=O)(=O)N(C)CCCNC(=O)c1c(Cl)c2ccccc2n1C,0,.,-4
COc1cc(-c2cc(-c3ccccc3Oc3ccccc3)cnc2N)cc(OC)c1OC,-2,-2,-6
COc1ccc(CCNC(=O)CN2CN(c3ccccc3)C3(CCN(C(=O)c4ccc(Cl)cc4Cl)CC3)C2=O)cc1OC,-7,-1,4
CCn1nc(C(C)(C)C)cc1C(=O)NCC1(N)CCCC1,10,.,-15
O=C(c1ccc(S(=O)(=O)Nc2ccccc2F)cc1)N1CCC1,1,.,-5
CC(=O)N1CCC(Oc2ccc(C(C)C)cc2)CC1,3,.,-9
FC(F)(F)C1=Nc2ccccc2N=C(c2cccs2)C1,7,-2,0
CC(C)c1nc(CCN(C)C(=O)c2cnn3c2CCCC3)no1,3,-15,-4
COc1ccc2oc(=O)c(C(=O)NCc3ccco3)cc2c1,-5,-2,-3
O=C(CC1c2ccccc2CCN1S(=O)(=O)c1ccccc1)Nc1cccnc1 (stereo not given),18,.,-5
